PfG6PD inh = PfG6PD (Plasmodium falciparum) enzyme inhibition | PfGluPho enzyme, NADPH resazurin-diaphorase fluorescence | inhibition, % at 20 µM | 350,000 tested, 0.78% active;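 active = inhibition reaching at least a set limit at 20 µM in the primary screen, cut at about 59% in these data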;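 note: 0% = DMSO wells with substrate and 100% = DMSO wells lacking glucose-6-phosphate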
SENP8 block = blocks human SENP8 cleavage of Nedd8 substrate; Q96LD8; recombinant SENP8, Nedd8 substrate fluorescence; inhibition, % at 20 µM; 360,000 tested, 0.64% active; AID 602440; in the data active = inhibition mostly above about 40%, no sharp cut-off; inactive = mostly below about 27%
Target sequence (Q96LD8 whole entry, looked up): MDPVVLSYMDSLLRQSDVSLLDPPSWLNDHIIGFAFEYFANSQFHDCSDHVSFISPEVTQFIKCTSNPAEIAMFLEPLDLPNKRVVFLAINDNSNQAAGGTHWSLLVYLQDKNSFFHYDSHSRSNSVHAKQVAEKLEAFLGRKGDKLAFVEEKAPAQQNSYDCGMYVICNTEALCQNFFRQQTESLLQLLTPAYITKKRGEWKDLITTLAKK
SENP1 FRET inh = SENP1 (human) catalytic domain inhibition; recombinant SENP1 catalytic domain, CyPet-SUMO1-YPet FRET cleavage; 360,000 tested, 0.21% active; Q9P0U3; inhibition, % at 10 µM;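 active = inhibition at least 30% at 10 µM, raw YFP signal under a set limit, fluorescence ratio 0.5 to 1.5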;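 note: 0% = enzyme with DMSO and 100% = no enzyme wells; some results filed as inactive read as strong as hits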
Target sequence (Q9P0U3 419-644 limits assumed): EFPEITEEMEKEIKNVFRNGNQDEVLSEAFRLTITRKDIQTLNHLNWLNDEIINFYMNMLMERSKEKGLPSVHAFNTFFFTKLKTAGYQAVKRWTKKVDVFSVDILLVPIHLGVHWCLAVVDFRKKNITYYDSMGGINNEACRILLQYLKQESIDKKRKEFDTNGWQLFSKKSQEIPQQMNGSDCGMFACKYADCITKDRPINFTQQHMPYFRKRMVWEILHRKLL
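Assay system – human recombinant His6-tagged SENP1 catalytic domain enzyme · Input – SENP1 enzyme, 20 pM final · Buffer or medium – Tris pH 8 buffer plus EDTA, NaCl, BME, BSA, NP40, catalase · Schedule – 50 min reaction at room temperature · Technique – FRET read of cyan and yellow fluorescence · Control set – no-enzyme wells low, DMSO-plus-enzyme wells high control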
Numbers without * were called inactive; i = inactive.

SMILES | PfG6PD inh | SENP8 block | SENP1 FRET inh
Cc1cccc(C)c1NC(=O)CNC(=O)c1ccc(N2CCOCC2)c([N+](=O)[O-])c1 | -3 | 8 | -4
Nc1ccn([C@@H]2O[C@H](CNCc3cccc(OC4CCCC4)c3)[C@@H](O)[C@H]2O)c(=O)n1 | 7 | 4 | 1
COc1ccc2ccccc2c1C=NN1CCCCC1 | 5 | 13 | 3
CCN(CC(=O)Nc1c(F)cccc1F)C(=O)c1ccc2c(c1)C(=O)N(c1ccccc1C)C2=O | -11 | 29 | 2
COc1ccc(Br)cc1CNC(=O)C1CCCN(S(=O)(=O)N2CCC(C)CC2)C1 (stereo not drawn) | 8 | 13 | 4
O=S1(=O)CCN(CCc2ccccc2)CC1 | -1 | 15 | 2
Clc1cc(Cl)cc(Nc2ccccc2CN(C/C=C/c2ccc3c(c2)OCO3)Cc2ccccc2)c1 | -16 | 20 | 2
OCC1OC(Nc2ccccc2C=NO)C(O)C1O (stereo not drawn) | -8 | -28 | 5
CCc1ccc(NC(=O)c2cc(S(=O)(=O)N3CCCC3)ccc2F)cc1 | -1 | 15 | 3
CCC[C@H]1CN(Cc2ccccc2)C(=O)[C@@H]1CC(=O)NC | -4 | -21 | 1
CCOc1ccc(NC(=O)CSc2nc3cc(C(=O)NCC4CCCO4)ccc3c(=O)n2CC2CCCO2)cc1 (stereo not drawn) | 5 | 12 | 2
CN(C)c1ccc(/C=C/CNC[C@H]2O[C@@H](n3ccc(N)nc3=O)[C@H](O)[C@@H]2O)cc1 | 6 | -60 | -1
CCC/C=C/c1ccc(CN2C(CC(C)C)C(=O)N(Cc3cn(CCC4OCCO4)nn3)CCS2(=O)=O)cc1 (stereo not drawn) | 34 | 3 | 2
COc1ccc(S(=O)(=O)Nc2ccc3c(c2)[C@H]2C[C@H](CC(=O)NCC4CC4)O[C@@H](CO)[C@H]2O3)cc1 | 0 | 1 | -6
C[C@@H]1CN([C@@H](C)CO)C(=O)CCCn2nncc2CO[C@@H]1CN(C)S(=O)(=O)c1ccc2ccccc2c1 | -8 | 14 | -1
Cc1cccc(N2CCN(C(=O)COc3noc4nc(C)cc(C)c34)CC2C)c1 (stereo not drawn) | 10 | -5 | 2
C[C@H](CO)N1C[C@H](C)[C@H](CN(C)S(=O)(=O)c2ccc3ccccc3c2)OCc2cnnn2CCCC1=O | -7 | 6 | 2
COc1cc(NC(C)=O)c2ncccc2c1Br | 16 | -491 | 1
Nc1cc(C(=O)N2CCN(c3ccccc3Cl)CC2)ccc1N1CC2CC(C1)c1cccc(=O)n1C2 (stereo not drawn) | 2 | -21 | 3
CCC1NC(=O)c2cc3ccccc3cc2-n2c1nc1ccc(F)cc1c2=O (stereo not drawn) | -4 | 7 | 0
COc1ccc(S(=O)(=O)N(C)C[C@@H]2OCc3cnnn3CCCC(=O)N([C@@H](C)CO)C[C@@H]2C)cc1 | 10 | 10 | 1
O=C(COC(=O)c1cc([N+](=O)[O-])ccc1N1CCOCC1)NCc1ccccc1 | 4 | 16 | 1
O=[N+]([O-])c1cc2ccccc2c(O)c1O | 32 | 12 | 3
COc1cc(OCc2ccccc2)c(CC(=O)O)c([N+](=O)[O-])c1 | -35 | 19 | 1
CCOC(=O)C1=C(C)NC(C)=C(C(=O)OCC)C1c1ccncc1 | -15 | i | -16
NC(=O)N/C=C1\CCCOC1=O | 10 | 7 | -1
CC1(C)CN(CCc2ccccc2)C(=O)[C@H]1CC(=O)Nc1ccc(Br)cc1 | -7 | 7 | 0
CC1=C(C(=O)N(C)C)CC(CC(=O)NC2CCCC2)C(=O)N1CCC1=CCCCC1 (stereo not drawn) | -1 | 11 | 3
O=C1[C@H]2[C@@H](c3ccc(C(F)(F)F)cc3)N[C@]3(CCCN(Cc4ccc(C(F)(F)F)cc4)C3=O)[C@H]2C(=O)N1Cc1ccccc1 | 17 | -21 | 2
O=C(c1nc2ccc(Cl)cn2c1CN1CCC[C@H]1CO)N1CCc2ccccc2C1 | -2 | -46 | -93

14 entries already listed, ordered by count of non-hydrogen atoms, smallest number first.
SMILES | PfG6PD inh | SENP8 block | SENP1 FRET inh
NC(=O)N/C=C1\CCCOC1=O | 10 | 7 | -1
O=[N+]([O-])c1cc2ccccc2c(O)c1O | 32 | 12 | 3
COc1cc(NC(C)=O)c2ncccc2c1Br | 16 | -491 | 1
COc1cc(OCc2ccccc2)c(CC(=O)O)c([N+](=O)[O-])c1 | -35 | 19 | 1
CCOC(=O)C1=C(C)NC(C)=C(C(=O)OCC)C1c1ccncc1 | -15 | i | -16
CC1(C)CN(CCc2ccccc2)C(=O)[C@H]1CC(=O)Nc1ccc(Br)cc1 | -7 | 7 | 0
CCC1NC(=O)c2cc3ccccc3cc2-n2c1nc1ccc(F)cc1c2=O (stereo not drawn) | -4 | 7 | 0
Cc1cccc(N2CCN(C(=O)COc3noc4nc(C)cc(C)c34)CC2C)c1 (stereo not drawn) | 10 | -5 | 2
O=C(c1nc2ccc(Cl)cn2c1CN1CCC[C@H]1CO)N1CCc2ccccc2C1 | -2 | -46 | -93
COc1ccc(S(=O)(=O)Nc2ccc3c(c2)[C@H]2C[C@H](CC(=O)NCC4CC4)O[C@@H](CO)[C@H]2O3)cc1 | 0 | 1 | -6
Nc1cc(C(=O)N2CCN(c3ccccc3Cl)CC2)ccc1N1CC2CC(C1)c1cccc(=O)n1C2 (stereo not drawn) | 2 | -21 | 3
C[C@@H]1CN([C@@H](C)CO)C(=O)CCCn2nncc2CO[C@@H]1CN(C)S(=O)(=O)c1ccc2ccccc2c1 | -8 | 14 | -1
CCC/C=C/c1ccc(CN2C(CC(C)C)C(=O)N(Cc3cn(CCC4OCCO4)nn3)CCS2(=O)=O)cc1 (stereo not drawn) | 34 | 3 | 2
O=C1[C@H]2[C@@H](c3ccc(C(F)(F)F)cc3)N[C@]3(CCCN(Cc4ccc(C(F)(F)F)cc4)C3=O)[C@H]2C(=O)N1Cc1ccccc1 | 17 | -21 | 2

The results go on.
SMILES | PfG6PD inh | SENP8 block | SENP1 FRET inh
O=C(Cc1cccc2ccccc12)NN=Cc1ccc2c(c1)CCC2 | -39 | 18 | 2
COc1cccc(S(=O)(=O)N(C)C[C@H]2OCc3cn(nn3)CCCC(=O)N([C@H](C)CO)C[C@@H]2C)c1 | 1 | 1 | 1
CCN(CCn1cccn1)C(=O)c1ccc(OC2CCN(C(=O)CCOC)CC2)cc1 | -20 | 14 | 2
COc1ccc(C=CC(=O)c2ccc(OC)c(OC)c2)cc1O | 15 | -58 | -7
COc1ccccc1CNCc1ccc2c(c1)OCO2 | 3 | 8 | 2
O=S(=O)(c1ccccc1)N1CC2CC(Br)C(Br)CC21 (stereo not drawn) | 10 | 14 | 1
COc1cc2nn(-c3ccccc3N)nc2cc1OC | -11 | -494 | -87
COc1ccc(CN2C(=O)C(CC(=O)NC3CCCCC3)CC(C(=O)N3CCOCC3)=C2C)cc1 (stereo not drawn) | -21 | 22 | 2
N#CC1C(=O)NC(=O)C(C#N)C12CCCc1sccc12 (stereo not drawn) | -6 | -3 | -1
C[C@@H]1CN([C@@H](C)CO)C(=O)CCCn2nncc2CO[C@@H]1CN(C)C(=O)CCC(F)(F)F | -6 | 13 | 1

As a working copy, some entries already given.
SMILES | PfG6PD inh | SENP8 block | SENP1 FRET inh
O=C(Cc1cccc2ccccc12)NN=Cc1ccc2c(c1)CCC2 | -39 | 18 | 2
COc1cccc(S(=O)(=O)N(C)C[C@H]2OCc3cn(nn3)CCCC(=O)N([C@H](C)CO)C[C@@H]2C)c1 | 1 | 1 | 1
CCN(CCn1cccn1)C(=O)c1ccc(OC2CCN(C(=O)CCOC)CC2)cc1 | -20 | 14 | 2
COc1ccc(C=CC(=O)c2ccc(OC)c(OC)c2)cc1O | 15 | -58 | -7

Other records follow.
SMILES | PfG6PD inh | SENP8 block | SENP1 FRET inh
O=C1CSC(=S)N1N=Cc1cccc(OCc2ccccc2)c1 | -17 | 25 | 6
CC(C)CN(C(=O)C1=COCCO1)c1c(N)n(Cc2ccccc2)c(=O)[nH]c1=O | 1 | -41 | -13
O=C(NCCc1cccc(F)c1)C1CC(O)CN1C(=O)Nc1ccccc1 (stereo not drawn) | 13 | 5 | 1
COc1ccccc1C(=O)NCCN1CCCC1 | -3 | -1 | 0
COc1cccc(NC(=O)N(C)C[C@@H]2OCc3cnnn3CCCC(=O)N([C@@H](C)CO)C[C@H]2C)c1 | -2 | 2 | 0
CCCC#Cc1ccc2c(c1)O[C@@H](CN(C)Cc1ccc3c(c1)OCO3)[C@H](C)CN([C@@H](C)CO)S2(=O)=O | 45 | -10 | -3
N#Cc1ccc(OCC(=O)NCCCN2CCCC2=O)cc1 | -1 | 10 | 2
Cc1ccnc(NS(=O)(=O)c2ccc(NC(=O)c3cccc(Cl)c3)cc2)n1 | 0 | 7 | 1
CC1CCN(C(=O)COC(=O)c2cccc(S(=O)(=O)N3CCOCC3)c2)CC1 | -15 | 20 | 5
CC1CC(=O)c2cc(-c3ccccc3)oc2C1 (stereo not drawn) | -15 | 4 | 1
O=C1Nc2ccccc2SC1=Cc1ccccc1 | 6 | -5 | 1
Cc1ccc(NS(=O)(=O)c2ccc(-c3coc(C)n3)cc2)c(Cl)c1 | 3 | 4 | 1
COc1cccc(NC(=O)CSCc2nc3sc(C)c(C)c3c(=O)[nH]2)c1 | 4 | -2 | 2
CC(=O)N1CCC(C(=O)Nc2cc(S(=O)(=O)N3CCCCC3)ccc2C)CC1 | -5 | 17 | 4
COC(=O)[C@H]1C[C@@]2(O)CN(S(=O)(=O)c3ccc(C)cc3)C[C@@]2(OC(=O)Nc2c(C)noc2C)C[C@H]1C(=O)OC | -24 | 1 | 2
CC1(C)CC2(OC2c2ccccc2)C(=O)c2ccccc21 (stereo not drawn) | -10 | 1 | 1
O=C(COC(=O)c1cccc(S(=O)(=O)N2CCCCC2)c1)NCc1cccc(Cl)c1 | 0 | 8 | 0
COc1cc(OC)c(N(C)S(=O)(=O)c2cccc(C(=O)NCc3cccs3)c2)cc1Cl | 14 | 6 | -2
O=C(O)c1cccc2c1C(=O)c1ccc(N3CCN(Cc4ccc5c(c4)OCO5)CC3)cc1S2(=O)=O | -11 | 16 | 53
CSc1ncnc2c1ncn2CCCNCc1ccccc1 | 5 | -13 | 1
CCOC(=O)c1c(-c2cc(OC)c(OC)c(OC)c2)csc1NC(=O)c1ccccc1 | 22 | -404 | 0
Nc1nc2ccc(Br)cc2s1 | -16 | 25 | 2
CC1CCCCC1NC(=O)c1cc(Cl)nc2ccccc12 (stereo not drawn) | 7 | -18 | -3
c1ccc(CNc2cccnc2)cc1 | 6 | -1 | 4
CCn1cc(/C=C(\NC(=O)c2ccccc2F)C(=O)N2CCN(C)CC2)c2ccccc21 | 14 | 10 | -3
CC(C)Oc1ccc2ccccc2c1CNC[C@H]1O[C@@H](n2ccc(N)nc2=O)[C@H](O)[C@@H]1O | -16 | 12 | -3
O=C(Nc1cc(S(=O)(=O)N2CCCC2)ccc1OCC(F)(F)F)c1ccncc1 | -25 | 15 | 3
Cc1cc(OCc2cc(C(=O)NC(C)c3cnn(C)c3)no2)cc(C)c1Cl (stereo not drawn) | 3 | 9 | -1
COc1ccc2c(c1)CSC(c1ccccc1)C2=O (stereo not drawn) | 19 | 1 | -28
CC1=C(C(=O)N2CCOCC2)CC(CC(=O)NCc2cccc3ccccc23)C(=O)N1Cc1ccccc1 (stereo not drawn) | 11 | 6 | -1
Cc1ccccc1C(=O)NNS(=O)(=O)c1ccc(F)cc1 | -22 | 18 | 2
CCN(CC)C(=O)C1=C(C)N(Cc2ccc(F)cc2)C(=O)C(CC(=O)NC2CCCC2)C1 (stereo not drawn) | -2 | -5 | -1
CCN(CC)CCN1CNC(=S)NC1 | 19 | 9 | 1
C[C@H]1CN([C@@H](C)CO)C(=O)c2cc(Br)cnc2O[C@H]1CN(C)C(=O)c1cnccn1 | 1 | -23 | 0
CC(C)(C)C(=O)Nc1ccc(N2CCN(C(=O)c3cccs3)CC2)cc1 | 16 | 23 | 4
COc1ccccc1NC(=O)CCNC(=O)C1CCN(S(=O)(=O)c2ccccc2)CC1 | -12 | 4 | 3

Only part of the results is shown, so the mix of outcomes need not match the whole.
